Screening results from PubChem BioAssay.
NS3 helicase inh – inhibitors of HCV NS3 helicase, primary screen, biochemical, Cy5 molecular beacon fluorescence; inhibition, % at 10.9 µM; NS3 helicase DNA unwinding; AID 1800, 2009; Hepatitis C virus NS3 helicase; actives 0.56% (n = 290,000);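 active = inhibition above the mean of all tested compounds plus 3 SD, set per campaign, cut at about 35% in these data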;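 note: 0% = DMSO wells and 100% = thioflavine S control wells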
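Assay system: hepatitis C virus NS3 helicase domain fragment enzyme. Also added: annealed dual-labelled DNA beacon duplex, ATP-started. Timing: 1 h reaction at 25 °C, ATP-initiated. Technique: Cy5 fluorescence at 0 and 60 min, beacon hairpin quenching. Evaluation: % inhibition of unwinding. Replication: one well per compound.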
MEKK2wt PB1 HTS – modulators of MEK5 binding to wildtype MEKK2, primary screen, biochemical, multiplex bead flow cytometry, Alexa488-MEK5 | actives 1.1% (n = 290,000) | binding response (% of control), % at 10 µM | AID 1531, 2009 | Alexa488-MEK5 binding to MEKK2 WT; actives lie on both sides | Mitogen-activated protein kinase kinase kinase 2 (Homo sapiens), Q9Y2U5; in the data active = binding response below about 67% or above about 130%
SUMO HTRF inh – inhibitors of in vitro SUMOylation cascade, primary screen, biochemical, HTRF, uHTS; SUMO-conjugating enzyme UBC9 (Homo sapiens), P63279; inhibition, % at 35 µM; actives 0.36% (n = 290,000); HTRF SUMOylation assay, SAE1/SAE2 + UBC9; in the data active = inhibition above about 50%, passing the limit was not always enough; note: strong numbers were not always called active
Target sequence (P63279 whole entry, looked up): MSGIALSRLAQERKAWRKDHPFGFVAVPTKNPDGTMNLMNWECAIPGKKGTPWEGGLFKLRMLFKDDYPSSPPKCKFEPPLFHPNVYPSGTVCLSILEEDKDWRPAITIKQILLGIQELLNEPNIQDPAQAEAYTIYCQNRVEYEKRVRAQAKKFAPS
VIM-2 inh – VIM-2 metallo-beta-lactamase inhibitors, primary screen, biochemical, epi-absorbance readout, Pseudomonas aeruginosa enzyme | purified VIM-2, nitrocefin hydrolysis, epi-absorbance fluorescence | inhibition, % at 5.6 µM | actives 0.89% (n = 290,000);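 active = inhibition above the mean of all tested compounds plus 3 SD, cutoff set per screening run, cut at about 7.5% in these data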;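 note: red hydrolysis product quenches plate fluorescence so inhibitors raise well fluorescence; 0% = enzyme with DMSO and 100% = DMSO without enzyme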
MEKK2mut PB1 HTS – MEK5 binding signal on mutant MEKK2 PB1, primary screen, biochemical, multiplex bead flow cytometry, Alexa488-MEK5; Alexa488-MEK5 binding to MEKK2 mutant; percent response, % at 10 µM; actives 0.35% (n = 290,000); AID 1530, 2009; in the data active = percent response above about 24%, passing the limit was not always enough; note: inactives centre near 1; some results filed as inactive read as strong as hits
NALP1 inh – NALP1 inflammasome inhibitors in reconstituted yeast, colorimetric, S. cerevisiae, triplicate retest; S. cerevisiae NALP1/ASC/caspase-1 growth, X-gal OD620, 72 h; inhibition, % at 10 µM; actives 0.61% (n = 280,000); in the data active = inhibition mostly above about 24%, no sharp cut-off; inactive = mostly below about 32%; note: some compounds called inactive have numbers as strong as hits
FID counter – compounds displacing fluorescent DNA intercalator, primary screen, artefact control for HCV NS3 helicase inhibitor project, biochemical, FID fluorescence; actives 0.17% (n = 290,000); AID 1845, 2009; DNA fluorescent intercalator displacement; inhibition, % at 7.9 µM; in the data active = inhibition above about 37%;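 note: 0% = vehicle and 100% = reference compound; higher means more ethidium bromide displaced from hairpin DNA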
M18AAP inhibitor – PfM18AAP inhibitors, malaria aminopeptidase, primary screen, biochemical, QFRET, recombinant enzyme. M18 aspartyl aminopeptidase (Plasmodium falciparum 3D7). H-Glu-NHMec fluorogenic cleavage. inhibition, % at 7.35 µM. actives 1.2% (n = 290,000). AID 1822, 2009;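 active = inhibition above the campaign mean inhibition over all tested compounds plus 3 SD, cut at about 28% in these data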;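 note: 0% = plate median of test compound wells and 100% = 2 mM ZnCl2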
IMP-1 inh – IMP-1 metallo-beta-lactamase inhibitors, primary screen, biochemical, epi-absorbance readout, Pseudomonas aeruginosa enzyme; purified IMP-1, nitrocefin hydrolysis, epi-absorbance fluorescence; inhibition, % at 5.6 µM; actives 0.45% (n = 290,000); AID 1556, 2009;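 active = inhibition above the mean plus 3 SD of all compounds in the same screening run, cut at about 4.5% in these data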;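 note: 0% = IMP-1 with DMSO and 100% = DMSO wells lacking enzyme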
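Test system: recombinant IMP-1 enzyme, purified / Medium: HEPES buffer pH 7.1 with ZnSO4 and Brij 35 / Doses: single dose, 5.6 µM / Times: 25 °C, 15 min preincubation, 25 min reaction / Detection: Epi-absorbance via hydrolysed-nitrocefin quenching of white-plate fluorescence, 480/530 nm, EDTA stop / Evaluation: percent inhibition from optical density relative to buffer-blank wells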
The depositor's hits bear a star; / = not tested or not shown. Outcome played no part in choosing rows (roughly 4.7% active in at least one column).

Compound	SUMO HTRF inh	NS3 helicase inh	MEKK2wt PB1 HTS	NALP1 inh	FID counter	VIM-2 inh	IMP-1 inh	M18AAP inhibitor	MEKK2mut PB1 HTS
Cc1nccc2[nH]c(=O)c(C(=O)NC(C)CCc3ccccc3)cc12 (stereo not drawn)	8	8	100	-7	0	0.3	-0.7	-12	-4
O=C(C1=C(O)C(=O)N(CCN2CCOCC2)C1c1cccc([N+](=O)[O-])c1)c1cccs1 (stereo not drawn)	5	22	103	9	-13	-0.4	-3.5	-3	3
CCC1CCCCN1CCCNC(=O)CNC(=O)c1nn(-c2ccc(OC)c(Cl)c2)c(=O)c2ccccc12 (stereo not drawn)	9	-56	120	-16	25	-3.7	-4.3	-4	13
COC(=O)COc1ccc(C2NC(=O)NC(C)=C2C(=O)NCc2ccccc2)cc1OC (stereo not drawn)	11	-11	101	2	-2	-7.5	-3.4	-5	0
CN1CCN(C(=O)c2ccc(-n3cccn3)nc2)CC1	20	2	96	15	-7	-1.8	-0.5	0	-1
CCOc1cc2[nH]c(=S)n(Cc3ccc(C(=O)O)cc3)c(=O)c2cc1OCC	-1	25	101	-10	-33	-2.3	-1.8	9	-5
COc1ccc(/C=N/NC(=O)c2cc(OC)c(OC)c(OC)c2)cc1CN1CCc2cc(OC)c(OC)cc2C1C (stereo not drawn)	24	-45	136	10	12	-3.7	-3.6	-1	13
CCCCN(CC)CCNC(=O)Cn1cnc2sc(C)c(S(=O)(=O)N3CCOCC3)c2c1=O	23	21	98	-6	18	-2.7	-2.4	-1	2
C=CCNC(=O)C1CC(=O)N(c2ccc(OCC(=O)N3CCCC3)cc2)C1 (stereo not drawn)	1	-4	97	14	-5	0.3	-0.8	-10	-2
Cc1ccccc1NC(=O)Cn1nnc2ccccc21	1	4	100	2	-4	-4.4	-2.7	1	6
CCOC(=O)c1c(C)[nH]c(C(=O)COC(=O)c2[nH]c(C)c(C(C)=O)c2C)c1C	0	-2	91	20	-4	-2.8	-2.5	-2	-4
CC(CN1CCCCC1)OC(=O)COc1ccc(Br)cc1 (stereo not drawn)	2	5	108	8	-1	-1.8	-3.5	-7	16
O=C(CCC1CCCN(Cc2ccc3c(c2)CCO3)C1)NCc1ccc(F)c(F)c1 (stereo not drawn)	1	-8	100	11	11	-3.4	-3.3	1	-2
CCCCNC(=O)COC(=O)c1cc(S(=O)(=O)N2CCCCCC2)ccc1OC	14	7	100	-26	-28	-1.7	-5.7	-9	-2
Cc1cc(C(=O)NNC(=O)c2cccc(Cl)c2)no1	1	3	86	5	6	-2.9	-2.3	3	-20
O=CNCCc1nc2ccccc2n1CCc1ccccc1	19	2	104	-3	-12	-2.2	-2.5	0	6
CCCCOc1ccc(-c2nnn(CC(=O)Nc3ncc(CC(=O)OCC)s3)n2)cc1	-38	-12	101	-1	-7	-1.2	-2.4	-5	3
COc1ccc(NC(=O)CS(=O)c2ccc(Br)cc2)cc1 (stereo not drawn)	5	16	99	12	-6	-0.1	-0.3	-8	-2
Cc1ccc(S(=O)(=O)c2c(N)n(NC(=O)c3ccccc3C)c3nc4ccccc4nc23)cc1	14	-4	96	3	-7	-2.4	-2.7	-9	-2
CC1=C(C(=O)Nc2ccccc2)C(c2ccncc2)n2nnnc2N1 (stereo not drawn)	/	4	104	/	-2	-2.0	-0.3	-2	-3
CC(C)(C)NC(=O)c1cccc(NC(=O)CSc2ccc(Cl)cc2)c1	1	-1	97	30	-18	-5.7	-3.3	6	-1
Cn1c(SCCS(=O)(=O)c2ccc(Cl)cc2)nnc1-c1ccccc1	24	-3	107	8	-17	-2.4	-6.1	-3	5
CC(CCc1ccc(O)cc1)NCCC(c1ccccc1)c1ccccc1 (stereo not drawn)	-11	-54	144*	22	25	0.1	-1.0	-3	20
CCOC(=O)c1ccc(NC(=O)CC2S/C(=N/N=C/c3c[nH]c4ccccc34)NC2=O)cc1 (stereo not drawn)	2	-17	107	27	12	-0.5	-2.5	1	0
COc1ccc(Oc2nccc(OC)c2C#N)cc1	11	-2	86	34	-1	-3.1	-4.1	3	-11
CCOc1cc(/C=C2\SC(=Nc3ccccc3)N(c3ccccc3)C2=O)ccc1OCC(=O)O	28	4	106	26	-7	-2.0	-1.2	3	1
Cc1cc(C)n2cc(CSc3ncn[nH]3)nc2n1	-4	-4	104	-8	-2	-3.1	-3.7	-8	3
COC(=O)/C(=N/Nc1ccccc1OC)N1CCCc2ccccc21	-9	-1	100	-1	-6	-2.6	-3.6	16	-6
NC(=O)COc1ccc2oc(-c3ccccc3)cc(=O)c2c1	30	8	102	12	-12	-1.9	-2.3	7	-3
Oc1ccccc1-c1nc(NCCN2CCOCC2)c2ccccc2n1	7	-17	107	2	25	2.6	1.9	-3	-4
COc1ccc(S(=O)(=O)n2nc(-n3c(C)ccc3C)c3c(F)cccc32)cc1OC	1	26	90	/	-19	-1.0	-0.6	-1	-11
Cc1ccc2c(C(=O)N3CCN(c4ccccc4)CC3)cc(-c3cccnc3)nc2c1C	-1	4	103	17	-5	-3.6	-3.8	0	3
COc1ccc(/C=C/c2c(-c3ccc(OC)cc3)sc3ccc(N4CCOCC4)cc23)cc1	10	1	99	26	-29	-2.2	-0.9	23	2
Fc1ccc(Nc2nc(N3CCOCC3)nc(N3CCOCC3)n2)cc1Cl	3	-7	103	20	-4	0.5	-0.4	-13	0
Cc1nn(-c2ccccc2)c(C)c1/C=N/NC(=O)c1cc(-c2ccc(Br)s2)[nH]n1	-15	0	77	37	-7	-3.2	-4.3	3	-18
COc1ccc(S(=O)(=O)N2CCN(c3ccccc3OC)CC2)cc1	1	2	107	-6	-17	-1.3	-2.6	5	6
CCn1c(SCC(=O)N2CCCC(C)C2)nc2c1c(=O)n(C)c(=O)n2C (stereo not drawn)	-11	6	104	10	-19	-0.8	-0.5	-5	0
C(/CCc1ccccc1)=N\n1cnnc1	7	2	109	-10	1	-1.9	-0.6	0	4
O=C(O)c1ccccc1P(=O)(c1ccccc1)c1ccccc1	18	11	99	0	-6	-2.5	-1.5	4	-6
CC1CCCN(C(=O)c2cc(F)c(F)cc2Cl)C1 (stereo not drawn)	1	1	86	-5	-3	-1.2	-3.7	-2	-9
NC(=O)c1ccc(NCc2ccco2)c([N+](=O)[O-])c1	-9	-2	102	-4	2	-3.0	-3.9	3	8
O=C(C[n+]1ccccc1)N/N=C/c1cc(Br)cc(Br)c1O	-23	-46	107	34	18	2.0	-0.9	5	-2
CCOC(=O)Oc1ccc2oc(=O)cc(C)c2c1	-3	6	101	-1	-18	-4.6	-3.9	-2	1
O=C(CN(Cc1ccccc1)C(=O)c1cccc([N+](=O)[O-])c1)Nc1c(Cl)cc(Cl)cc1Cl	18	1	99	12	-2	-1.6	-2.7	-1	-2
O=S(=O)(c1ccc(Cl)cc1)N1CCC2(CC1)CO2	-12	-7	94	5	-1	-2.1	-1.0	-4	-8
COc1ccc(CCN2CC3=C(C2=O)C(c2ccccc2)NC(=O)N3C)cc1OC (stereo not drawn)	21	-3	94	1	-9	-3.9	-0.5	-6	0
Cc1cc(C)nc(-n2nc(C)c3c(C(F)(F)F)cc(=O)[nH]c32)n1	8	-5	113	/	-4	-0.5	0.7	-7	9
O=C(O)CCCCCNc1nc2ncn(Cc3ccccc3)c2c(=O)[nH]1	-3	8	99	15	-3	-0.8	-1.1	1	0
C/C(CCc1ccc2c(c1)OCO2)=N\N=C1\NC(=O)CC(C(=O)Nc2ccccc2F)S1 (stereo not drawn)	12	2	95	14	-7	-3.7	-4.0	10	-5
CN(C)S(=O)(=O)c1ccc(C(=O)Nc2ccc3c(c2)CCC3)cc1	3	-13	97	12	-22	-0.7	-3.5	2	1
Cc1ccc(OC(=O)c2ccc(C)c(C)c2)cn1	-23	2	103	5	-13	-4.8	-2.8	-14	1
O=c1oc2c(CN3CCOCC3)c(O)ccc2c2ccccc12	13	9	96	6	0	5.8	-1.4	-1	-1
CCOC(=O)C1CCN(Cc2ccc(N(C)C)cc2)CC1	5	-4	107	6	6	-1.1	-1.7	5	5
O=C(NCCCn1ccnc1)/C(=C/c1ccc(F)cc1)NC(=O)c1ccccc1	-6	-3	102	-16	-3	-5.1	-1.1	-4	0
S=C(NCCCN1CCOCC1)NC1CCCC1	-2	7	101	4	8	-1.8	-2.7	-5	-1
OC(COc1ccc(Cl)cc1)CN1CCC(Cc2ccccc2)CC1 (stereo not drawn)	-2	-47	117	13	21	-1.4	-3.5	-1	4
O=C(O)c1c2c(nc3ccc(S(=O)(=O)N4CCC(C(=O)NC5CCCC5)CC4)cc13)CCCCC2	2	1	104	13	-29	1.1	-0.7	1	2
COc1ccccc1OC(C)C(=O)Nc1ccccc1C(=O)NCC1CCCO1 (stereo not drawn)	-17	0	107	20	-31	-1.5	-1.7	-1	0
Cc1ccc(-n2cc(CNCCc3ncc(C)[nH]3)c(-c3ccc(F)cc3)n2)cc1	-5	-78	127	2	2	-3.2	-3.1	-3	6
FC(F)(F)c1nnc2c(Sc3ccccn3)nc3ccccc3n12	13	5	99	16	1	2.7	-0.1	-3	0
CCN(CCNC(=O)C1CCCN(S(=O)(=O)c2cnc[nH]2)C1)c1ccccc1 (stereo not drawn)	-1	-7	100	-3	-3	-0.5	-2.4	8	0
Oc1ccccc1/C=N/Nc1ccnc(SCc2ccccc2)n1	21	13	106	17	5	-4.9	-3.1	18	5

Three entries from above, with each value named:
Cc1ccc(OC(=O)c2ccc(C)c(C)c2)cn1
  SUMO HTRF inh: -23
  NS3 helicase inh: 2
  MEKK2wt PB1 HTS: 103
  NALP1 inh: 5
  FID counter: -13
  VIM-2 inh: -4.8
  IMP-1 inh: -2.8
  M18AAP inhibitor: -14
  MEKK2mut PB1 HTS: 1

COc1ccc(CCN2CC3=C(C2=O)C(c2ccccc2)NC(=O)N3C)cc1OC (stereo not drawn)
  SUMO HTRF inh: 21
  NS3 helicase inh: -3
  MEKK2wt PB1 HTS: 94
  NALP1 inh: 1
  FID counter: -9
  VIM-2 inh: -3.9
  IMP-1 inh: -0.5
  M18AAP inhibitor: -6
  MEKK2mut PB1 HTS: 0

CN(C)S(=O)(=O)c1ccc(C(=O)Nc2ccc3c(c2)CCC3)cc1
  SUMO HTRF inh: 3
  NS3 helicase inh: -13
  MEKK2wt PB1 HTS: 97
  NALP1 inh: 12
  FID counter: -22
  VIM-2 inh: -0.7
  IMP-1 inh: -3.5
  M18AAP inhibitor: 2
  MEKK2mut PB1 HTS: 1
